D2 agonist: agonists of human D2 dopamine receptor. HEK293 T-REx D2 cells, calcium flux agonist mode. activation, % at 2 µM. actives 0.53% (n = 340,000). AID 485358;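 active means activation over 3 SD above normal in the single-dose calcium agonist read, cut at about 30% in these data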; further: 0% is about no effect
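Calcium-flux readout, 1 cycle/sec over 180 s following compound pin transfer, in inducible HEK293 Trex D2 cells (force-coupled); dopamine controls included. Positive calcium responses during this window marked compounds as potential agonists.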
D1 ag: agonists of human D1 dopamine receptor; actives 1% (n = 360,000); HEK293 T-REx D1 cells, calcium flux, agonist mode; P21728; activation, % at 2 µM; further: 0% is about no effect
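Tetracycline-induced HEK293 TREx D1 cells, force-coupled to calcium signalling, were dye-loaded with a no-wash calcium kit. Compound was pin-added after a 10 s baseline. Fluorescence was read kinetically at 1 cycle/s for 180 s, with calcium rises flagged as agonism.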
D2 antagonist: antagonizes the human D2 dopamine receptor; inhibition, % at 10 µM; AID 485344; actives 2% (n = 340,000); HEK293 TREx D2 cells, calcium flux, dopamine EC80; P14416; in the data active means inhibition above about 30%; further: 0% is about no effect
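HEK293 T-REx D2 cells, tet-induced, calcium dye no-wash. Cpd pintool add, 180 s kinetic, then EC80 DA, 180 s kinetic. Ca flux read.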
D2 potentiator: positive allosteric modulators of human D2 dopamine receptor. P14416. HEK293 T-REx D2, calcium flux, EC20 dopamine potentiation. potentiation, % at 10 µM. actives 0.34% (n = 340,000);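 active means potentiation over 3 SD above the plate norm, cut at about 30% in these data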; further: 0% is about no effect
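Potentiation of an EC20 dopamine calcium response measured kinetically over 180 s, after a preceding 180 s compound-only read flagging agonists. Cells: inducible Hek293 Trex D2 line, 4000/well, cultured overnight at 30 C before dye loading.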
TRHR enhancer: allosteric enhancers of human TRH receptor | P34981 | TRHR cells, fluo-8 calcium fluorescence, EC20 TRH enhancement | enhancement, % at 2 µM | actives 0.66% (n = 360,000) | AID 493056; in the data active means enhancement above about 30%; further: 0% is about no effect
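Enhancer read-out: after compound pinning and an initial kinetic agonist-mode read, an EC20 of TRH (10 nM final) was injected and fluo-8 calcium signal (Ex 480/Em 530) followed at 1 s/cycle for 100 cycles in TRHR-expressing cells.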
D1 antagonist: human D1 dopamine receptor antagonism; P21728; HEK293 TREx D1 cells, calcium flux, dopamine EC80; active compounds read low; activity change, negative = inhibition, % at 10 µM; actives 3.2% (n = 360,000); AID 504652; in the data active means activity change below about -30%; further: on the % scale 0 is the no-effect control and ±100 the full control effect
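Inducible Hek293 Trex D1 cells (tetracycline, overnight, 30 C). Calcium dye 30–90 min RT. Antagonist mode: EC80 dopamine added after 180 s compound read.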
D1 PAM: human D1 dopamine receptor positive modulation; HEK293 TREx D1 cells, calcium flux, dopamine EC20 potentiation; potentiation, % at 10 µM; actives 0.036% (n = 360,000); P21728; in the data active means potentiation above about 30%; further: 0% is about no effect
TRHR agonist: TRH receptor (human) agonism; P34981; TRHR cells, calcium flux fluo-8, FDSS agonist mode; activation, % at 2 µM; actives 0.18% (n = 360,000); AID 493084; further: 0% is about no effect
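Fluo-8-loaded TRHR cells; 10 s baseline, compound added, kinetic Ca2+ fluorescence read 1/s, agonist mode.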
RXFP1 antagonist: blocks the human relaxin receptor RXFP1. Q9HBX9. HEK293-RXFP1, relaxin-stimulated cAMP HTRF, 30 min; active compounds read low. activity change, negative = inhibition, % at 57.5 µM. actives 0.59% (n = 350,000);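 active means activity change of -60% or lower, but not beyond a set lower limit; inconclusive means change between -60% and -40%, or beyond the set limit; inactive means change above -40%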; further: on the % scale 0 is the no-effect control and ±100 the full control effect
Target sequence (Q9HBX9 whole entry, looked up): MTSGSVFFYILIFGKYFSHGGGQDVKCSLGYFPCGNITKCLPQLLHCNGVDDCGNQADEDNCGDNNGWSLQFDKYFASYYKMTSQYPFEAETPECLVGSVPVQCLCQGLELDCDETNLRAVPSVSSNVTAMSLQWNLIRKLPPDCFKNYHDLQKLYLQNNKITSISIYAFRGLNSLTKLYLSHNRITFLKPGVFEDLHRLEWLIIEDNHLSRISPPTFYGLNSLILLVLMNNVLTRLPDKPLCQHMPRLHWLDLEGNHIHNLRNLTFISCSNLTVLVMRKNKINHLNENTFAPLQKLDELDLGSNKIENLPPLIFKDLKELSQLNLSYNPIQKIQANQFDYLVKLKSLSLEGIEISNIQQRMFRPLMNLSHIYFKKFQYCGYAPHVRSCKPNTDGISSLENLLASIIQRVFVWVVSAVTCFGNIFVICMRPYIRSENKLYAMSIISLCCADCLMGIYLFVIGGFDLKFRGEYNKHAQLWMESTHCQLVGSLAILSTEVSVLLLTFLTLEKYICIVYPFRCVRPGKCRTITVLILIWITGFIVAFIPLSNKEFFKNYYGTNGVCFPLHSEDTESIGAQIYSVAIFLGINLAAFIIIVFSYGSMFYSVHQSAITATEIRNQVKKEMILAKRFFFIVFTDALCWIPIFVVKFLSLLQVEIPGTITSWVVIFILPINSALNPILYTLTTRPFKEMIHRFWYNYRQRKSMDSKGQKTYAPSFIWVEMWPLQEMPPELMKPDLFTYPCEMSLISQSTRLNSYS
Active calls of the source: *; ? = inconclusive; nt = not tested or not shown; & = joins results of further samples. Unless noted, no stated cut-off is given here; in the data, active means activation above about 30%; inactive means the rest.

SMILES	D2 agonist	D1 ag	D2 antagonist	D2 potentiator	TRHR enhancer	D1 antagonist	D1 PAM	TRHR agonist	RXFP1 antagonist
O=C(NC(=S)Nc1cccc(CO)c1)c1ccc(-c2ccccc2)cc1	1.4	10	-6	-5	4	-17	-5	0.4	?
Cn1nccc1C(=O)N1CCC(Cc2ccccc2)CC1	0.6	5	6	11	3	0	-5	0.2	-8
CC(C)C(NS(=O)(=O)c1ccc2c3c(cccc13)C(=O)N2)C(=O)O (centres undefined)	0.1	3	16	-4	4	-4	nt	-0.1	nt
COc1ccc(-c2oc(NC(=O)CSc3nncn3C)c(C#N)c2-c2ccc(OC)cc2)cc1	0.6	0	11	-1	0	5	-2	-0.7	5
CN(C)C1(CNCC(O)c2ccccc2)CCCCC1 (centres undefined)	-0.1	2	-27	4	-3	-1	-8	-0.2	3
O=C(O)CN1C(=O)C(=O)N(Cc2ccc(Cl)c(Cl)c2)C1=O	-0.9	5	-13	2	3	-3	-8	-2.3	6
CCC(C)(C(=O)NC1CCCC1)N(Cc1cccs1)C(=O)c1ccc2c(c1)OCO2 (centres undefined)	nt	14	nt	nt	11	-7	1	-1.0	-15
CCOc1ccccc1CNC(=O)c1ccc(-n2c(C)cc3c2CCC(C)C3)cc1 (centres undefined)	0.4	0	nt	3	-1	7	-2	0.0	-13
CCOC(=O)N1CCC(NC(=O)c2cc(S(=O)(=O)N3CCc4ccccc43)cn2C)CC1	-0.5	0	-24	8	28	10	0	-0.6	20
N#Cc1ccc(C(=O)N2CCN(c3ncccn3)CC2)cc1	0.3	2	-8	-7	-21	-5	2	0.1	-5
COc1ccccc1N(C)S(=O)(=O)c1ccc(Cl)c(C(=O)OCc2c(C)noc2C)c1	0.6	31*	-12	5	-6	-29	-13	1.7	2
CS(=O)(=O)N(CC(=O)N1CCN(Cc2ccccc2)CC1)c1ccc2c(c1)OCCO2	0.2	3	-5	6	1	2	4	0.7	5

A few values from the list:
`COc1ccccc1N(C)S(=O)(=O)c1ccc(Cl)c(C(=O)OCc2c(C)noc2C)c1` in D1 ag is entered as 31*
`CCOC(=O)N1CCC(NC(=O)c2cc(S(=O)(=O)N3CCc4ccccc43)cn2C)CC1` in TRHR enhancer is entered as 28

Continuation:
SMILES	D2 agonist	D1 ag	D2 antagonist	D2 potentiator	TRHR enhancer	D1 antagonist	D1 PAM	TRHR agonist	RXFP1 antagonist
CCn1c(SCC(=O)NCCOc2ccccc2)nc2ccccc2c1=O	-0.8	2	15	-7	2	-10	0	-0.1	2
C[C@@H](C(=O)NCCc1ccccc1)N1C(=O)N2CCc3c([nH]c4ccccc34)[C@@]2(C)C1=O	2.4	1	-16	1	-3	-2	2	0.2	nt
CC(=O)c1cc2c(cc1N/C(=N/S(=O)(=O)c1ccc(C)cc1)c1ccc(Cl)cc1)OCO2	-1.1&3.3	2&3	3	21&19	-1&0	6&8	-1&13	-0.1&-0.6	4&-3
O=C(Nc1cccc(Cl)c1)N1CCCC1	-2.3	0	11	-4	-7	7	18	-0.1	-4
Cc1ccccc1NC(=S)NCC1CCC(CNC(=S)Nc2ccccc2C)CC1 (centres undefined)	-0.6	1	-7	0	7	-3	2	-3.1	-22
COc1cccc(CN2CCN(C(=O)c3cccc4ccccc34)CC2)c1	-0.3	1	-12	3	-2	10	0	-0.3	-1
CCOC(=O)N1CCC(N2C(=O)c3ccccc3C2Nc2cc(OC)c(OC)c(OC)c2)CC1 (centres undefined)	-0.7	1	1	-1	-4	-4	-3	-0.7	-10
CCOc1ccc(S(=O)(=O)NCCC(=O)N2CCCN(C)CC2)cc1	1.8	3	-22	-5	-9	-9	-7	3.8	-5
Cn1nccc1NC(=O)Nc1ccc(OC(F)(F)F)cc1	-0.5	6	-2	-4	-1	-24	-6	0.4	-17
CC(=O)Nc1ccc(S(=O)(=O)N(C)c2ccc(OCC(=O)OCC(=O)NCc3ccco3)cc2)cc1	nt	3	nt	nt	1	-19	-9	0.5	-2
CC1(C)C(C=C(Cl)Cl)C1C(=O)Nc1ccc(S(=O)(=O)Nc2ncccn2)cc1 (centres undefined)	0.2	1	9	-6	4	-3	1	0.1	-11
Cc1ccc(CN(C)C(=O)c2cc(Br)c(Br)s2)o1	-1.6	1	-14	9	25	-35*	-6	-0.3	12

Another view of two compounds above:
| SMILES | D2 agonist | D1 ag | D2 antagonist | D2 potentiator | TRHR enhancer | D1 antagonist | D1 PAM | TRHR agonist | RXFP1 antagonist |
| --- | --- | --- | --- | --- | --- | --- | --- | --- | --- |
| COc1cccc(CN2CCN(C(=O)c3cccc4ccccc34)CC2)c1 | -0.3 | 1 | -12 | 3 | -2 | 10 | 0 | -0.3 | -1 |
| CCOC(=O)N1CCC(N2C(=O)c3ccccc3C2Nc2cc(OC)c(OC)c(OC)c2)CC1 (centres undefined) | -0.7 | 1 | 1 | -1 | -4 | -4 | -3 | -0.7 | -10 |

Continued:
SMILES	D2 agonist	D1 ag	D2 antagonist	D2 potentiator	TRHR enhancer	D1 antagonist	D1 PAM	TRHR agonist	RXFP1 antagonist
c1ccc(Cn2nnnc2CN2CCOCC2)cc1	0.4	4	-9	6	3	-34*	-11	0.4	4
CSc1ccccc1OCc1cc(C(=O)N2CCc3c(Cl)cccc3C2)no1	-0.7	10	-7	-5	1	11	-5	0.3	2
CCCSc1nc2sc3c(c2c(=O)n1-c1cccc(Br)c1)CC(C)(C)OC3	1.1	0	nt	nt	0	-3	-1	-0.6	nt
COc1cc(OC)c(N(C)C(=O)c2c(C)oc3ncnc(N4CCCCC4)c23)cc1Cl	-1.2	0	nt	2	26	-1	1	0.5	nt
C=CCNC(=O)c1cc2sccc2n1C	-1.6	1	20	6	13	3	6	-1.2	-2
CC(C)CNC(=O)COC(=O)/C=C/c1ccccc1[N+](=O)[O-]	-0.6	1	-5	4	-5	5	1	-0.1	5
O=C(Nc1cccn(Cc2c(Cl)cccc2Cl)c1=O)c1c(Cl)cccc1Cl	0.2	-1	-16	0	-10	-11	-8	0.3	-12
O=C(/C=C/c1ccccc1[N+](=O)[O-])Oc1ccccc1	-0.1	-3	-9	-6	-3	-17	6	-0.3	nt
CCCCc1c(C)[nH]c(C(=O)OCC)c1C	0.0	2	5	23	7	20	3	-0.6	-26
Cc1ccccc1-n1c(SCc2c(C)noc2C)nnc1-c1c[nH]c2ccccc12	-0.4	0	9	0	-10	9	-6	-0.3	-4
CCOc1nc(-c2ccccc2)ccc1-c1noc(-c2ccncc2)n1	-0.9	3	-2	-10	4	2	8	0.1	-1
CCOC(=O)/C(C#N)=C1/C=Nc2ccccc2N1	0.1	4	-2	1	3	-6	-3	1.1	-6

Results in RXFP1 antagonist and D2 antagonist, for some of the entries so far:
SMILES,RXFP1 antagonist,D2 antagonist
CC(C)CNC(=O)COC(=O)/C=C/c1ccccc1[N+](=O)[O-],5,-5
O=C(Nc1cccn(Cc2c(Cl)cccc2Cl)c1=O)c1c(Cl)cccc1Cl,-12,-16
O=C(/C=C/c1ccccc1[N+](=O)[O-])Oc1ccccc1,nt,-9
CCCCc1c(C)[nH]c(C(=O)OCC)c1C,-26,5

(cont.)
SMILES	D2 agonist	D1 ag	D2 antagonist	D2 potentiator	TRHR enhancer	D1 antagonist	D1 PAM	TRHR agonist	RXFP1 antagonist
NC(=O)c1ccsc1NC(=O)c1ccc(N2CCCC2=O)cc1	nt	3	nt	nt	12	-4	-3	-1.2	-9
O=C(NCc1ccccc1)C(=O)NCC1OCCN1C(=O)c1ccc(Cl)cc1 (centres undefined)	-0.7	0	-9	2	0	4	3	-1.3	-13
CCOC(=O)c1cn[nH]c1N	0.2	3	-3	9	5	-3	8	-0.8	3
COc1ccccc1N=c1oc2cc(O)ccc2cc1C(N)=O	0.0	7	5	-4	25	-17	-4	2.4	-11
O=S(=O)(c1cccc(NC(=S)N2CCN(c3ccc(F)cc3)CC2)c1)C(F)F	-0.2	6	3	-12	5	-35*	-14	0.2	-2
O=C(c1ccc(S(=O)(=O)Cc2cc(F)ccc2F)c([N+](=O)[O-])c1)N1CCCC1	0.1	3	-5	-7	-1	0	-4	1.9	-26
COc1ccc(Cl)cc1NC(=S)N(CCCN1CCOCC1)Cc1cn(C)c2ccccc12	2.2	4	-19	0	1	-19	-5	0.1	-11
O=C(COc1cccc2ccccc12)NNC(=O)CSCCO	0.9	2	0	-7	5	-9	-5	0.0	nt
O=C(NCCCN1CCOCC1)c1ccc2c(=O)n(-c3ccc(F)c(Cl)c3)c(=S)[nH]c2c1	-0.1	0	-21	15	-1	7	1	0.1	4
O=C(Nc1ccccc1)C1=C[C@H](c2ccccc2)C[C@H](OCc2ccc(CO)cc2)O1	-0.5	9	-10	10	2	15	-4	0.3	nt
COc1ccc(C)cc1NC(=O)CSc1nc(=O)n(Cc2cccnc2)c2c1CCC2	-0.7	-2	nt	-7	2	nt	-2	-0.4	nt
Cc1ccc(NC(=O)c2cccnc2)cc1S(=O)(=O)N1CCOCC1	0.0	2	-8	-4	4	-27	-5	-0.4	-8
CN1C(=O)c2cccc(NC(=O)CCc3ccccc3)c2C1=O	-0.3	2	-8	6	6	17	nt	-0.3	nt
S=C(Nc1ccc(Cl)c(Cl)c1)N1CCCC1	0.0	8	-10	12	-5	-9	-5	0.2	-7
COc1ccccc1C(=O)NCCc1nc2ccccc2n1C	0.3	0	-3	4	1	0	-3	-0.3	-7
Cc1ccc(S(=O)(=O)Cn2nnnc2C(CC(C)C)N2CCC(C(N)=O)CC2)cc1 (centres undefined)	-0.9	1	1	nt	6	-8	0	1.0	14
O=C(NN1CCN(Cc2ccccc2)CC1)c1ccc(Cl)cc1	2.0	1	67*	-38	4	32	-7	-0.5	-7
COc1ccc2[nH]c(C)c(CCNC(=S)Nc3cccc(C)c3)c2c1	-0.6	2	-13	7	0	-16	-4	0.2	nt
COC(=O)c1sc2nc(SCc3cccc(F)c3)n(N)c(=O)c2c1C	-1.4	1	-2	-2	1	-2	-10	0.5	-12
CC(C)N=C(N)N=C(N)Nc1ccc(Cl)cc1	1.3	1	5	3	3	-12	-6	-1.0	nt
Cc1ccn2cc(-c3cccc(NC(=O)c4ccccc4)c3)nc2c1	0.6	2	-4	5	4	-1	-1	-0.8	-8
COc1ccccc1Nc1nc(N)nc(CSc2nncn2C)n1	0.8	1	-4	2	3	2	2	-0.4	0
Cn1c(=O)c2cc(NC(=O)c3ccccc3Cl)c(=O)oc2n(C)c1=O	0.1	2	-8	-7	2	5	-2	0.3	-15
COC(=O)c1ccc(Cl)c(NC(=O)NC23CC4CC(CC(C4)C2)C3)c1	0.0	8	6	6	-6	4	1	-1.2	0
COCCn1c(C)cc(O)c(C(c2ccc(C)cc2)N2CCCCC2)c1=O (centres undefined)	0.1	2	nt	5	-3	1	3	-0.2	-15
CCOc1ccc(N/C(=C(/C(Cl)=C(Cl)Cl)[N+](=O)[O-])n2cncn2)cc1	-0.3	2	6	-3	5	13	0	1.7	nt
CC1CCN(S(=O)(=O)c2ccc(NC(=O)CN3CCCC3)cc2)CC1	0.8	36*	-19	nt	0	26	3	0.7	-4
CN(C)c1ccc(/C=N/NC(=O)c2ccc3nc[nH]c3c2)cc1	0.6	3	-14	-8	-7	0	-2	-0.2	-17
CSCC[C@H](NC(=O)OCc1ccccc1)C(=O)O	1.1	-2	0	-4	5	nt	-2	0.4	-8
CC(C)c1cccc(C(C)C)c1NC(=O)CCN1C(=O)NC2(CCCC2)C1=O	0.2	1	-14	12	6	33	4	0.0	3
